Source: PubChem
MOR-DOR ag: OPRM1-OPRD1 heterodimerization agonism. P35372+P41143. cells, luminescence. activation, % at 9.3 µM. 340,000 compounds, 0.3% hits; in the data active = activation above about 18%;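 also: 0% = vehicle-treated cells and 100% = reference agonist; values of inactives mirror those of a sister screen read the other way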
Target sequence (P35372 whole entry, looked up): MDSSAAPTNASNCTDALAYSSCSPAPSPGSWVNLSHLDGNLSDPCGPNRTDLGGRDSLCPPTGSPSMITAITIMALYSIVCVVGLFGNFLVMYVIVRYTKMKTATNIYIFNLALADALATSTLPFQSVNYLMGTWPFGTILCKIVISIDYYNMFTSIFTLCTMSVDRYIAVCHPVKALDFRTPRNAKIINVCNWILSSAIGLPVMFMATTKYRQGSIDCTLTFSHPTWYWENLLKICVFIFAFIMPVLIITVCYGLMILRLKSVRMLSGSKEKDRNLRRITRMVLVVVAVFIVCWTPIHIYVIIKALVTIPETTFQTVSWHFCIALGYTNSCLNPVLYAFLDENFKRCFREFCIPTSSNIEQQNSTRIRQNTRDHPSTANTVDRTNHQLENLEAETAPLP
Target sequence (P41143 whole entry, looked up): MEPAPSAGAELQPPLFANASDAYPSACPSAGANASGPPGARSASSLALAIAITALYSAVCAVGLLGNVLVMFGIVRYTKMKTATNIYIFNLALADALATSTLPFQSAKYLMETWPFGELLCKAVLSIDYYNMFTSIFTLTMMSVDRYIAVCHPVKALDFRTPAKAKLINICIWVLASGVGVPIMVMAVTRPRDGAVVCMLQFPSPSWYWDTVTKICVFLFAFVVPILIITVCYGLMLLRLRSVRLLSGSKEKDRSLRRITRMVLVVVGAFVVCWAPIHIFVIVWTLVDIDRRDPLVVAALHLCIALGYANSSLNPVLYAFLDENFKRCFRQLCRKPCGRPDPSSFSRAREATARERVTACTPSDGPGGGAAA
V-ATPase pH: regulators of yeast V-ATPase proton transport; S. cerevisiae, pHLuorin cytosolic pH fluorescence; response, % at 10 µM; 350,000 compounds, 0.37% hits; AID 504577; in the data active = response mostly above about 7.3%, no sharp cut-off; inactive = mostly below about 5.4%; also: actives read high; inactives centre near 0; some compounds called inactive have numbers as strong as hits; reference of the scale not given here
CAL PDZ FP: blocks peptide binding to the human CAL PDZ domain. Q9HD26. purified CAL PDZ, TMR-peptide fluorescence polarization, 1 h. inhibition, % at 24.9 µM. 300,000 compounds, 0.92% hits. AID 602252;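 active = mean inhibition of at least 30% with at least half of replicates also reaching 30%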;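 also: 0% = DMSO neutral control and 100% = excess unlabeled competitor peptide PRC23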
HTR5A ag ctr: counter-screen for OPRM1-OPRD1 agonists: human HTR5A agonism; P47898; HTR5A agonist assay, luminescence, cell-based; activation, % at 9.3 µM; 340,000 compounds, 0.61% hits; in the data active = activation mostly above about 9.5%, no sharp cut-off; inactive = mostly below about 7.6%;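 also: 0% = cells with vehicle only and 100% = reference agonist; strong numbers were not always called active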
Keap1-Nrf2 PPI: inhibitors of human Keap1-Nrf2 protein-protein interaction; AID 504523; Keap1 Kelch-Nrf2 peptide fluorescence polarization, 1536-well; Q14145; inhibition, % at 9.4 µM; 340,000 compounds, 0.15% hits; in the data active = inhibition above about 12%;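 also: human Keap1 Kelch domain with fluorescein labeled Nrf2 9mer peptide probe; 0% = neutral control wells and 100% = peptide positive control; higher means more block of Keap1 binding to Nrf2 peptide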
LANA DNA inh: inhibitors of KSHV LANA C-terminal domain DNA binding; MBP-C-LANA/FAM-LBS DNA binding, fluorescence polarization; inhibition, % at 9 µM; 340,000 compounds, 0.078% hits; AID 504423;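 active = highest replicate inhibition at or above 60% at 9 µM, even if other replicates fall short; inactive = all replicates below 60% inhibition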;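 also: 0% = neutral control wells and 100% = 4 µM acridine orange control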
Cardiac RTF inh: cardiac RTF calcium desensitization; P19429+P45379; IANBD-labeled cardiac RTF, Ca2+ fluorescence; inhibition, % at 7.15 µM; 340,000 compounds, 0.12% hits;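 active = inhibition above the mean inhibition of all tested compounds plus 3 SD, cut at about 17% in these data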;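 also: assay run at fixed EC70 calcium of 1.6 mM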
HTR5A inv ag: HTR5A inverse agonism, opioid heterodimer counter-screen; HTR5A cell line, luminescence; inhibition, % at 9.3 µM; P47898; 340,000 compounds, 0.083% hits; in the data active = inhibition mostly above about 23%, no sharp cut-off; inactive = mostly below about 18%;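 also: 0% = cells with DMSO and 100% = no-cell wells with DMSO; some compounds called inactive have numbers as strong as hits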
OPRM1-OPRD1 inv: inverse agonists of human mu-delta opioid receptor heterodimerization; P35372+P41143; cell-based MOR-DOR heterodimer luminescence, inverse agonism; inhibition, % at 9.3 µM; 340,000 compounds, 0.21% hits; AID 504357; in the data active = inhibition above about 22%, passing the limit was not always enough;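 also: 0% = cells with DMSO and 100% = wells without cells with DMSO; values of inactives mirror those of a sister screen read the other way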
cardiac RTF act: increases calcium sensitivity of human cardiac regulated thin filaments | activation, % at 7.2 µM | P19429+P45379 | 340,000 compounds, 0.24% hits | AID 493008 | IANBD-labeled TnC RTF fluorescence at EC20 calcium; 0% EC20 calcium, 100% full calcium;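 active = activation above the mean over all tested compounds plus 3 SD, cut at about 30% in these data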;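 also: rise in fluorescence read as greater calcium sensitivity of cardiac thin filaments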
Active calls of the source: *; / = no result given.

Compound	MOR-DOR ag	V-ATPase pH	CAL PDZ FP	HTR5A ag ctr	Keap1-Nrf2 PPI	LANA DNA inh	Cardiac RTF inh	HTR5A inv ag	OPRM1-OPRD1 inv	cardiac RTF act
CCOc1ccccc1-n1ccn(CC(=O)Nc2ccc(Br)cc2F)c(=O)c1=O	-2.3	-3.8	/	-6.7	0.7	-1.5	0.5	5.2	14.9	-3.8
COc1ccc(CCN2CCCn3c2nc2c3c(=O)n(CC(N)=O)c(=O)n2C)cc1OC	-2.8	4.3	-4.9	-0.1	-1.6	2.3	-4.2	0.2	13.2	-2.4
COc1cc(/C=N/NS(=O)(=O)c2ccc(Br)cc2)ccc1O	0.2	8.3	-6.1	-4.8	0.9	0.6	1.6	11.5	-0.8	-4.7
CCn1ncc2c1C(=O)NC1c3ccccc3C(=O)N21 (configuration not stated)	0.3	3.2	-0.6	-0.4	-1.9	-1.2	-2.6	-3.4	-1.9	5.5
O=C(COC(=O)Cc1c(F)cccc1Cl)Nc1ccc2[nH]c(=O)[nH]c2c1	-2.5	-3.4	-4.0	-1.2	-3.0	-1.1	-3.4	4.9	12.8	5.8
CN(Cc1ccc(F)cc1)C(=O)c1cccc(S(=O)(=O)NCc2ccccc2)c1	0.1	-3.4	/	-0.6	0.9	0.0	-11.0	1.7	-0.5	-11.3
CCN(CC)CCOC(=O)c1ccc(NC(=O)C2(c3ccccc3)CCCC2)cc1	-1.8	1.2	-4.3	-3.4	-0.3	0.2	1.3	-8.4	10.2	-0.1
NS(=O)(=O)c1ccc(CCNC(=O)c2cc(-c3cc(Cl)ccc3O)n[nH]2)cc1	-4.0	0.9	2.5	5.8	-1.1	-0.6	-5.2	-10.4	20.9	2.9
CC(C)(C)C(=O)NC1=NN(c2c(Cl)cc(Cl)cc2Cl)C(=O)C1	-2.3	4.1	-1.5	-1.4	-5.3	0.3	6.3	-8.9	11.9	-3.1
O=C(NNc1ccc(Cl)cc1)c1sccc1Cl	-8.9	-0.5	-1.3	-5.0	1.5	0.3	-0.8	10.0	46.6*	-2.6

Record cards (already shown). Screens in order: MOR-DOR ag | V-ATPase pH | CAL PDZ FP | HTR5A ag ctr | Keap1-Nrf2 PPI | LANA DNA inh | Cardiac RTF inh | HTR5A inv ag | OPRM1-OPRD1 inv | cardiac RTF act
`O=C(COC(=O)Cc1c(F)cccc1Cl)Nc1ccc2[nH]c(=O)[nH]c2c1` in the list: -2.5 | -3.4 | -4.0 | -1.2 | -3.0 | -1.1 | -3.4 | 4.9 | 12.8 | 5.8
`COc1ccc(CCN2CCCn3c2nc2c3c(=O)n(CC(N)=O)c(=O)n2C)cc1OC` in the list: -2.8 | 4.3 | -4.9 | -0.1 | -1.6 | 2.3 | -4.2 | 0.2 | 13.2 | -2.4

Next section
Compound	MOR-DOR ag	V-ATPase pH	CAL PDZ FP	HTR5A ag ctr	Keap1-Nrf2 PPI	LANA DNA inh	Cardiac RTF inh	HTR5A inv ag	OPRM1-OPRD1 inv	cardiac RTF act
O=C(NCCN1C(=O)S/C(=C\c2cccc(Cl)c2Cl)C1=O)C1=COCCO1	-0.6	-1.1	-2.0	1.5	-1.1	0.3	1.9	-3.8	2.4	-6.2
COc1ccc(/C(C)=N/NC(=O)c2nnn(-c3nonc3N)c2-c2ccccc2)cc1	-0.5	6.8	-1.2	-2.0	0.8	2.4	-2.1	5.7	2.6	-1.1
Cc1ccc(CN2C(=O)c3ccccc3Sc3ccc(C(=O)NCCCN4CCOCC4)cc32)cc1	-1.0	-0.3	/	5.2	-3.6	-1.8	-0.1	-7.3	5.1	1.8
COC(=O)c1cc(OC)cc(O)c1C(=O)c1c(O)cc(C)cc1O	-2.2	6.1	-4.8	5.0	-5.6	4.7	0.4	0.9	10.9	5.4
CCOc1ccccc1NC(=O)NC(C)c1ccncc1 (configuration not stated)	-0.4	-0.2	0.2	2.4	-0.9	-0.6	-11.1	4.7	2.8	-3.7
Cc1ccccc1-n1ncc(C(C)NS(=O)(=O)c2ccccc2Cl)c1C (configuration not stated)	-1.1	-0.5	/	-0.9	-4.7	0.4	-3.0	2.1	5.8	6.2
COc1ccccc1N1CCN(S(=O)(=O)CC23CCC(CC2=O)C3(C)C)CC1 (configuration not stated)	-0.2	-4.1	-6.8	-4.0	5.5	1.0	-6.9	9.3	1.3	4.5
COCc1c(Br)c(C)nc2sc3c(=O)[nH]nnc3c12	-1.1	-3.4	-2.3	5.3	-1.0	-4.6	-9.8	-18.8	5.1	0.1
O=C(COC(=O)c1ccccc1NCCO)NCC1CCCCC1	-0.2	-4.3	-1.3	0.9	1.0	-0.1	2.4	-2.2	0.9	-1.6
CCc1ccc(OCC(=O)NC(NC(=S)Nc2ccc(Cl)cc2)C(Cl)(Cl)Cl)cc1 (configuration not stated)	3.5	-1.5	-20.2	3.0	1.2	1.2	-3.0	-7.7	-18.7	7.2
O=[N+]([O-])c1c(C(Cl)Cl)nn(-c2ccc(Cl)cc2)c1N1CCCCC1	-0.5	-5.9	-1.4	2.7	-5.4	0.3	-7.9	-8.1	2.5	-13.1
Cc1ccc(NC(=O)CN2CCCCCC2)c(Br)c1	8.1	-8.0	/	2.6	-3.1	2.0	-3.6	-3.1	-46.2	1.2
COc1ccc(CNc2nc3ccccc3n2CCN2CCCCC2)c(OC)c1	/	-3.5	2.4	/	-0.4	-0.6	1.2	/	/	0.2
CCCOc1ccc(C(=O)NNC(=S)NC(=O)c2ccccc2)cc1	-2.2	-1.0	1.8	-5.4	-5.9	-1.4	-14.5	19.7	11.2	-1.4
CC(C)(CNC(=O)c1cccc(S(=O)(=O)Nc2ccc(SC(F)F)cc2)c1)N1CCOCC1	-2.1	-2.1	5.5	-9.2	-4.0	-1.0	-2.0	22.5	8.7	4.6
CCOc1ccc(S(=O)(=O)N(C)C2CCCCC2)cc1	1.3	-0.9	-4.8	0.9	-3.0	-1.5	-2.5	-3.2	-7.6	3.5
COc1cc(NC(=O)C2CSC3(C)CCC(=O)N23)c(OC)cc1Cl (configuration not stated)	-2.1	-0.1	-3.1	2.7	-1.8	0.4	-11.8	4.2	14.0	-4.1
COc1ccccc1OCC(O)Cn1c(=N)n(Cc2ccccc2)c2ccccc21 (configuration not stated)	2.5	-0.6	-7.6	-0.9	3.2	0.3	1.9	18.2	-12.6	1.1
COc1ccc2[nH]c(=O)c(CN(Cc3ccco3)C(=O)c3ccccc3)cc2c1	-1.0	2.5	-5.8	-0.1	-2.2	-1.0	-2.5	-19.9	5.8	8.9
O=C1CCC(C(=O)Nc2cccc(S(=O)(=O)Nc3ccccc3F)c2)=NN1	-1.6	1.1	/	-4.2	-2.4	2.0	-2.5	15.1	8.2	-2.9
Cc1ccc(-n2cc(CN(C)Cc3nccn3C)c(-c3ccc(F)cc3)n2)cc1	0.8	-2.3	-1.9	1.8	0.1	-2.3	-10.2	8.7	-3.7	6.0
CCC(=O)NC1=C(Cl)C(=O)C(NC(=O)CC)=C(Cl)C1=O	14.2	-0.4	8.4	2.5	-6.2	1.6	-8.9	-9.1	-63.4	-1.6
CC(C)C(=O)N1CCC2(CC1)Oc1ccc(Cl)cc1C(=O)C21CC(c2ccc(Cl)cc2)=NO1 (configuration not stated)	-1.8	-6.3	4.2	-4.0	2.4	0.0	-0.5	7.2	10.0	-3.1
CC(NCC(=O)NC(=O)NCCC1=CCCCC1)c1ccc(S(N)(=O)=O)cc1 (configuration not stated)	-2.1	6.4	-5.7	0.2	-1.1	3.7	-3.9	-2.8	7.8	-3.8
CCOC(=O)C(C(=O)OCC)C1N=C(N)N=C2Oc3ccccc3N21 (configuration not stated)	2.6	-1.0	-1.7	0.1	-2.4	1.2	7.0	-0.2	-15.7	1.6
Cc1cc(NC(=O)c2ccc(C)o2)no1	-1.1	4.7	-1.9	2.0	1.9	0.9	-8.8	-7.3	6.1	3.5
COC(=O)CSc1nnc(CNc2ccc(Cl)cc2)n1Cc1ccccc1	-2.9	-0.6	0.1	1.8	2.3	0.4	4.6	-5.6	16.3	-5.2
CCn1c(C)nc2cc(C(=O)NNC(=S)Nc3ccc(OC)cc3)ccc21	-3.8	4.3	3.3	-3.5	-3.8	0.5	-3.6	9.1	21.2	3.2
CC(C)Cc1nc(S(=O)(=O)c2ccc(Cl)cc2)c(N2CCOCC2)o1	-1.0	5.4	-1.9	-2.1	-6.4	2.1	-3.4	5.8	5.3	1.4
O=C(O)c1cccc(NS(=O)(=O)c2ccc3c(c2)OCCCO3)c1	-0.8	1.2	-1.2	2.0	-8.9	-2.0	-11.2	-5.7	3.9	-1.3
CCCCC(=O)N/N=C/c1ccc(N2CCOCC2)c([N+](=O)[O-])c1	-2.6	-0.8	-1.5	-1.1	1.6	0.8	-15.4	-11.6	13.7	4.5
c1cc2c(c(NCc3ccncc3)c1)CCCC2	1.3	2.6	-3.5	1.9	-0.7	-1.0	2.5	-11.7	-7.8	2.7
O=C1OC(OC2CCCCC2)(c2ccccc2)c2ccccc21 (configuration not stated)	0.2	0.8	1.8	2.8	-1.5	-0.5	2.4	0.8	-1.0	-2.6
CCOCCCNC(=O)C1CC(=O)N(C2CCCC2)C1 (configuration not stated)	0.3	-2.2	1.3	3.2	-3.6	-0.3	-4.0	1.7	-1.9	6.5
CCC(C)C(NS(=O)(=O)c1ccc(C)cc1)C(=O)N1CCOCCOCCOCC1 (configuration not stated)	-1.5	3.1	/	-4.0	-2.5	0.0	-4.3	10.7	11.3	2.0
O=C(NCC(=O)N1CCN(Cc2ccccc2)CC1)c1ccc(Cl)cc1	1.0	-2.4	-0.5	1.4	-2.0	1.4	1.0	16.1	-3.3	0.7
COc1cccc(C2=NO[C@@H]3C(=O)N(Cc4ccccc4)C(=O)[C@H]23)c1OC	0.0	-1.4	/	-3.0	0.8	1.6	-3.7	7.8	0.2	1.8
O=C(CN(Cc1ccco1)C(=O)c1nsc(Cl)c1Cl)NC1CCCCC1	-1.1	-2.7	/	1.9	1.9	1.7	-0.8	19.4	5.5	7.6
Nn1cnc2scc(-c3ccco3)c2c1=O	-2.0	-1.3	-5.2	-0.8	-0.8	-0.7	0.2	2.0	11.0	4.3
CC(OC(=O)c1cccc(S(=O)(=O)N2CCCC2)c1)C(=O)NC1CCCCC1C (configuration not stated)	-2.4	0.6	2.9	7.5	-0.2	-1.1	0.3	-20.5	12.4	0.3
O=C(O)CCCC(=O)Nc1ccc(Cl)c(Cl)c1	-1.2	0.2	0.6	0.3	-3.6	-0.4	-1.2	-1.0	7.1	0.4
CN(C)S(=O)(=O)c1ccc(C(=O)NCC(=O)Nc2ccc(F)c(F)c2)cc1	-2.3	7.0*	-14.4	1.0	4.6	-0.6	-6.9	-3.9	13.2	6.1
CN1CCSc2ccc(C(=O)NCc3cccc(Br)c3)cc21	0.1	-1.4	1.6	1.5	2.5	-1.1	-3.2	-4.7	-0.7	1.0
CS(=O)(=O)N(CCc1ccccc1)CC(=O)N1CCN(c2ccccc2F)CC1	-0.6	-0.2	-2.2	-4.0	-2.2	-0.2	1.9	9.7	3.3	8.2
COc1ccc(S(=O)(=O)N2c3ccccc3OCC2c2ccccc2)cc1 (configuration not stated)	1.3	2.3	1.9	-2.2	-4.6	-0.6	2.0	5.9	-8.1	-3.5

Compounds were not picked by outcome, and some 2.8% of all compounds hit somewhere here.
